Assay outcomes (PubChem BioAssay)
ABCB6 inh 2 = human ABCB6 transporter inhibition. AID 602162. K562-ABCB6 porphyrin accumulation, flow cytometry, 1 h; stronger effect = lower value. fluorescence ratio to DMSO, % at 10 µM. Q9NP58. 360,000 compounds, 0.19% hits;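 active means fluorescence ratio to DMSO below 75%, the collection mean minus 3 SD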;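 further: signal is porphyrin accumulated inside mitochondria; 100% equals median channel fluorescence of DMSO control wells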
Glyco luc inh = N-linked glycosylation inhibition; D54 ERlucT glycosylation luciferase reporter, 24 h; percent of 100 nM tunicamycin response; reporter increase, % at 12.5 µM; 360,000 compounds, 0.23% hits; AID 588692;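 active means mean luciferase reporter signal, scaled so untreated is 0 and the glycosylation-blocking control 100, at or above a set limit in every replicate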;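 further: luciferase carries N-glycosylation sites so blocking glycosylation raises the light; 0% = median of neutral control wells and 100% = median of 100 nM tunicamycin wells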
MC4R barr agon = activates human MC4R beta-arrestin recruitment; 360,000 compounds, 0.98% hits; AID 540308; U2OS MC4R beta-arrestin complementation, luminescence; percent of melanotan II response, DMSO zero; activation, % at 8.9 µM;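 active means activation above a per-plate cutoff, the mean activation of sample wells on that plate plus 3 SD, cut at about 8% in these data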
Target sequence (P32245 whole entry, looked up): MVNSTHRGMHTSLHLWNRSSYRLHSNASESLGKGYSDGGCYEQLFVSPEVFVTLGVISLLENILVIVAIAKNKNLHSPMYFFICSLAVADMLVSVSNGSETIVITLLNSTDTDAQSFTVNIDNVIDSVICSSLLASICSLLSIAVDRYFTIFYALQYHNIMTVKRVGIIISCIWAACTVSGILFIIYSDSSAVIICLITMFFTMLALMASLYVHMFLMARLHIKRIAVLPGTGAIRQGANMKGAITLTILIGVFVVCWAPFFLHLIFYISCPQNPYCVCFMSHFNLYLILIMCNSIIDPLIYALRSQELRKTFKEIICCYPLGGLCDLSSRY
aDG glyco up = increases alpha dystroglycan glycosylation; Pro5-aDG cells, alpha-DG glycosylation AlphaScreen (IIH6); 0% Pro5, 100% B10-LARGE cell signal; activation, % at 10 µM; 360,000 compounds, 0.22% hits;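 active means activation of at least 8% versus controls, or a plate z-score of at least 8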;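 further: Pro5 are CHO cells carrying HIG-tagged alpha-DG that lacks glycosylation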
iPSC survival up = increases survival of single human iPS cells | hiPSC single-cell survival, ATPlite luminescence; 100% = ROCK inhibitor wells, 0% = DMSO | 360,000 compounds, 0.044% hits | survival enhancement, % at 20 µM; in the data active means survival enhancement above about 18%;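 further: cells exposed to compounds for 16 hours before the ATP read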
ABHD5 PLIN5 PPI = ABHD5-PLIN5 protein interaction inhibition; Q00G26+Q8WTS1; Split G. princeps luciferase complementation, luminescence, 4 h; inhibition, % at 4 µM; 360,000 compounds, 0.78% hits; AID 602281;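 active means inhibition above the mean inhibition across every tested compound plus 3 SD, cut at about 22% in these data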;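 further: 0% = DMSO only wells and the 100% control is not disclosed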
Cardio protect = modulators protecting cardiomyocytes from myocardial damage; 360,000 compounds, 0.63% hits; protection from H2O2 cell death, % at 20 µM; H9c2 cardiomyocytes, H2O2 injury protection, ATPLite, 2 h;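 active means compounds giving at least 50% protection of heart cells from peroxide-induced death in the single-dose screen, raw or plate-pattern-corrected value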;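 further: 0% = DMSO wells with peroxide and 100% = DMSO wells without peroxide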
MC4R antagonist = blocks human MC4R cAMP signaling; 360,000 compounds, 0.48% hits; inhibition, % at 6.5 µM; P32245; AID 540295; MC4R-expressing cells, MTII-stimulated cAMP, LANCE TR-FRET;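 active means inhibition above its plate's cutoff, the mean of tested wells on that plate plus 3 SD, cut at about 29% in these data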;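 further: 0% = Melanotan II alone and 100% = Melanotan II plus saturating MCL0020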
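Test system: U2OS cells stably expressing human melanocortin 4 receptor (MC4R); also added: Melanotan II challenge; compound: 6.5 µM single dose; timing: 30-min compound preincubation, 1-h Melanotan II challenge, 1-h detection, room temperature; signal: Eu-cAMP/anti-cAMP TR-FRET, emission 671 nm; repeats: one well per compound, no replicates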
m5-HT2A agonist = mouse HTR2A agonism via beta-arrestin recruitment | CHO-K1 mHTR2A beta-arrestin complementation, luminescence; percent of 30 µM serotonin response | activation, % at 7.6 µM | 360,000 compounds, 0.66% hits;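 active means activation above a run cutoff, the mean activation of all tested compounds plus 3 SD, cut at about 14% in these data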;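 further: 0% = plate median of compound wells and 100% = 30 µM serotonin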
Target sequence (P35363 whole entry, looked up): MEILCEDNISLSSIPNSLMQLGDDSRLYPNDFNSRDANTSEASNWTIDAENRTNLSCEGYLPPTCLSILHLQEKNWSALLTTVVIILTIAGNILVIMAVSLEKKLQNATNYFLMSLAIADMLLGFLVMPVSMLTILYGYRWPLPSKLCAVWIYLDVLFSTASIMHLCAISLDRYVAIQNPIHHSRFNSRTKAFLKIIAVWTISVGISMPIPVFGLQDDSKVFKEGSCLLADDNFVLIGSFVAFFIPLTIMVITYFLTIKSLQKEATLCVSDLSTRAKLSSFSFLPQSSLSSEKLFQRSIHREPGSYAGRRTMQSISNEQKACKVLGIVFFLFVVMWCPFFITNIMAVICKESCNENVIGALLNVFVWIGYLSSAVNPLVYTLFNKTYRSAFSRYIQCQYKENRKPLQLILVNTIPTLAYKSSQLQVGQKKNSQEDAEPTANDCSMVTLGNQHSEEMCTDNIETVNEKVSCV
Granule exo inh = blocks lytic granule exocytosis | TALL-104 LAMP-1 surface exposure, flow cytometry; cells stimulated with thapsigargin and PMA | inhibition, % at 10 µM | 360,000 compounds, 0.66% hits | AID 651702;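 active means inhibition above about 55%, limit read from the data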
Numbers without * were called inactive; / = not tested or not shown.

SMILES	ABCB6 inh 2	Glyco luc inh	MC4R barr agon	aDG glyco up	iPSC survival up	ABHD5 PLIN5 PPI	Cardio protect	MC4R antagonist	m5-HT2A agonist	Granule exo inh
CCn1c(Cc2ccccc2)nnc1SC(C)C(=O)NC1CC1 (stereo not drawn)	98.0	1.7	-1.3	0.1	-0.2	4.3	-7.0	0.2	5.1	2.1
COc1ccccc1N(CC(=O)N1CCOCC1)S(C)(=O)=O	104.0	1.4	1.6	0.1	0.4	-3.7	-2.6	3.9	0.0	-1.4
COc1ccc(NC(=O)CN(C)C(=O)Cc2ccc(S(=O)(=O)N3CCOCC3)s2)cc1	102.0	1.2	-2.1	-0.2	0.8	-3.5	11.3	-1.1	-4.3	0.7
COCc1c(C(=O)OCC(=O)N2CCCC2=O)oc2ccccc12	91.0	2.4	0.3	-0.1	1.5	4.7	4.1	8.3	4.9	-0.8
C/C(=N\NC(=O)c1ccc(C(=O)N/N=C(\C)c2ccco2)o1)c1ccco1	93.0	0.0	0.7	-0.4	-0.1	0.4	16.5	8.2	-7.7	0.5
CCSc1ccccc1-c1nc(-c2ccncc2)no1	103.0	4.2	0.4	0.4	1.7	-11.9	-8.2	5.1	13.7	-0.5
Cc1ccc(CC2CC(=O)N(c3ccncc3)C2=O)cc1 (stereo not drawn)	94.0	-0.4	-0.8	-0.1	-2.5	-0.4	-0.1	6.0	-1.7	-3.1
COc1ccc(NS(=O)(=O)c2csc(C(=O)N3CCCC3)c2)c(OC)c1	95.0	-0.2	-2.3	0.0	-0.2	-6.6	-0.4	-1.4	3.8	-2.6
C=CCNC(=S)NNC(=O)C(CC(C)C)CC(C)O (stereo not drawn)	90.0	3.2	5.2	1.6	0.0	12.4	-1.8	0.3	2.2	-4.5
CCOC(=O)c1cnc2ccc(C)cc2c1NCCO	96.0	0.0	-0.6	0.1	-0.5	0.7	-3.3	3.3	0.0	-3.6
CC(C)CCOc1ccc(C(CC(N)=O)C(=O)O)cc1 (stereo not drawn)	102.0	0.2	-0.3	0.0	0.8	-0.7	-2.7	1.5	-2.4	0.0
CCCCCCCCCn1ccc(=N)cc1	91.0	5.5	-1.8	1.6	-0.7	6.7	-13.1	16.1	-5.6	-20.3
COC(=O)c1cc(NC(=S)NC(=O)c2ccccc2)ccc1N1CCOCC1	96.0	0.5	-0.6	0.5	-0.5	-1.1	-4.3	1.3	1.8	0.1
O=C(COc1ccc(/C=N/NC(=O)c2ccccc2Br)cc1)Nc1ccccc1	96.0	-0.6	-1.2	0.0	-0.5	-9.8	5.3	3.6	-5.4	6.2
COC(=O)CN1C(=S)N(c2ccc(Cl)cc2)C(=O)C1CC(=O)Nc1ccc(F)cc1 (stereo not drawn)	92.0	0.6	-3.0	-0.1	-0.6	8.7	25.4	4.1	-5.1	-3.7
CCn1c(=O)c2sccc2n2c(CCCC(=O)NC3CCN(Cc4ccccc4)CC3)nnc12	103.0	2.3	-1.9	0.0	-0.6	2.4	4.5	0.8	-0.1	-1.5
COc1ccc2c(c1)cc(C(O)c1ccccn1)n2S(=O)(=O)c1ccccc1 (stereo not drawn)	99.0	-0.4	-1.4	-0.4	-2.0	6.4	2.5	4.4	-0.7	-4.3
O=C(CCCNC(=O)/C(=C/c1ccc(F)cc1)NC(=O)c1ccccc1)OCc1ccccc1	101.0	2.7	0.0	0.1	4.7	-5.1	8.8	15.4	2.4	-1.3
C[C@H](CO)N1C[C@H](C)[C@@H](CN(C)C(=O)Nc2ccc(C(F)(F)F)cc2)Oc2ccc(NC(=O)c3ccncc3)cc2C1=O	93.0	-0.1	-1.1	0.0	3.7	3.1	10.1	4.1	0.2	6.1
COc1ccccc1NC(=O)C1C2C=CC(C2)C1C(=O)NCc1cccnc1 (stereo not drawn)	94.0	-1.3	-0.8	-0.1	-0.3	0.7	-5.3	2.8	-3.0	1.6
CC(=O)c1ccc(NC(=O)C[n+]2cccc(C)c2)cc1	96.0	0.3	-1.1	-0.1	0.0	1.9	5.8	8.0	9.2	3.4
CCCn1c(Cc2ccccc2)n[nH]c1=S	97.0	-0.5	-1.2	0.2	4.3	-6.5	-2.1	-3.0	-0.4	-3.1
COc1cccc(CNC(=O)c2cc3c(C)nc4ccccc4c3o2)c1	88.0	1.4	0.2	0.5	5.2	-1.0	-10.2	13.9	2.0	-0.8
COc1cccc(C(=O)NCCSc2ccc(F)cc2)c1	100.0	-2.1	-0.2	0.7	0.4	-0.8	-7.5	8.8	-5.7	3.3
O=C(CC[C@H]1O[C@@H](n2cnc3c(NC(=O)c4ccccc4)ncnc32)[C@H](O)[C@@H]1O)N[C@@H](CO)c1ccccc1	95.0	-1.8	/	-0.4	-0.3	0.6	2.1	/	9.1	-2.0

Next part.
SMILES	ABCB6 inh 2	Glyco luc inh	MC4R barr agon	aDG glyco up	iPSC survival up	ABHD5 PLIN5 PPI	Cardio protect	MC4R antagonist	m5-HT2A agonist	Granule exo inh
O=C(Cc1ccccc1)NCC(=O)N1CCCCCC1	96.0	5.2	-2.2	0.1	-1.3	-2.4	-1.8	-3.3	-1.6	2.3
COC(=O)CCCNC(=O)OCc1ccc([N+](=O)[O-])cc1	108.0	1.2	-0.2	0.1	3.7	0.0	3.2	5.3	-0.6	3.5
COc1cccc(C(=O)NCC(=O)N/N=C/c2ccc(OC(=O)c3cccs3)c(OC)c2)c1	101.0	0.5	-0.7	0.2	-1.2	4.0	0.9	10.5	1.4	-4.5
COC(=O)CC1(C(=O)OC)Oc2ccc(Br)cc2C(=O)N1c1ccc(Br)cc1Cl (stereo not drawn)	98.0	4.9	-0.7	-0.1	-0.5	-7.5	-8.3	5.1	-1.1	-2.9
CN(C)CCn1c(=N)n(CC(O)c2ccc(Cl)c(Cl)c2)c2ccccc21 (stereo not drawn)	106.0	1.3	2.8	3.8	-3.7	22.8*	-15.6	6.4	-4.8	84.6*
CCOc1ccc(N(CC(=O)N/N=C(\C)c2cccc(NC(C)=O)c2)S(=O)(=O)c2ccccc2)cc1	99.0	1.8	0.7	-0.2	0.1	-0.1	8.7	3.1	2.5	3.3
CN(c1ccc(OCC(=O)Nc2ccccc2C(=O)O)cc1)S(=O)(=O)c1ccc(Cl)cc1	105.0	-7.7	0.2	0.0	-0.8	-4.0	0.5	18.4	-1.2	-1.9
O=C(Nc1ccccc1)N1CCC(c2nc(-c3ccc(S(=O)(=O)N4CCOCC4)cc3)no2)CC1	99.0	16.7	-1.4	0.2	-1.1	4.3	-7.4	12.5	1.4	3.9
Cc1ccc(N2C(=O)C(NC(=O)c3ccccc3F)(C(F)(F)F)C3=C2CC(C)(C)CC3=O)cc1 (stereo not drawn)	99.0	-1.0	-1.3	-0.2	-0.1	9.8	2.1	6.0	0.8	-6.3
Cc1ccc(OC(C)C(=O)N(Cc2cccs2)C2CCS(=O)(=O)C2)cc1C (stereo not drawn)	101.0	-0.5	-0.1	0.1	-0.7	6.3	-4.2	2.9	1.7	9.1
CCN(C(=O)COC(=O)c1ccc(Cl)c(N)c1)C1CCS(=O)(=O)C1 (stereo not drawn)	104.0	-1.1	0.1	-0.4	-0.6	-3.8	1.5	4.3	-0.1	-0.4
O=C(c1ccncc1)N1CCN(S(=O)(=O)c2cc(C(F)(F)F)cc(C(F)(F)F)c2)CC1	97.0	-0.2	2.5	0.0	-0.1	1.9	-1.3	19.1	-5.5	5.3
Cc1noc(NS(=O)(=O)c2ccc(NC(=O)CSc3nnc(-c4ccccc4)n3C3CCCCC3)cc2)c1C	101.0	1.6	1.0	-0.1	2.8	-1.6	8.8	21.5	-1.1	0.8
O=C(CSc1nc2ccccc2c(=O)n1-c1ccc(F)cc1)NCc1ccco1	96.0	0.1	0.8	0.2	2.7	2.4	-0.3	16.9	-7.7	2.4
Cc1ccc(-n2c(CNc3ccc(F)cc3)nnc2SCC(N)=O)cc1	111.0	-0.5	0.8	-0.1	-0.5	4.7	-1.8	4.6	-2.4	-0.3
C[C@@]12C(=O)N(Cc3ccc(Cl)cc3)CC(=O)N1[C@H]1c3ccccc3OC[C@@H]1[C@@H]2c1ccccc1	99.0	-4.7	5.4	0.3	-0.8	-1.3	-5.0	27.7	-1.4	-5.2
CCOC(=O)N1CCN(CC(O)COc2ccccc2C(C)C)CC1 (stereo not drawn)	91.0	1.2	0.7	0.5	1.2	-4.5	-8.8	-3.7	-4.3	1.2
CCN(CC)C(=O)C1=C(C)N(Cc2ccccc2)C(=O)C(CC(=O)NC2CCCCC2)C1 (stereo not drawn)	101.0	1.9	2.0	-0.1	0.9	-8.1	-5.8	5.6	0.8	-1.7
N=c1ccn(Cc2ccc([N+](=O)[O-])cc2)cc1	96.0	1.3	0.2	-0.2	-0.4	2.4	-1.9	5.9	1.4	-6.6
CCc1nc2ccc(C(=O)N(CC)CCN(C)C)cn2c1N(CC)C(=O)NCCc1ccccc1	102.0	-0.3	0.7	0.5	1.0	-1.6	7.9	-5.1	-0.6	10.4
Cc1ccc(C(=O)NCC(=O)NCCSc2ccc(Br)cc2)cc1	99.0	0.7	0.0	0.0	0.0	3.6	-4.3	-4.0	6.8	-1.9
O=C(NCc1ccc(Cl)cc1Cl)c1ccccn1	93.0	-2.5	1.9	-0.2	3.4	-4.6	3.9	4.3	-2.6	-5.1
CC1(C(=O)NCc2ccccc2)Cc2c(-c3cccc(C(F)(F)F)c3)ccnc2O1 (stereo not drawn)	83.0	20.2	-0.7	0.0	-1.0	6.7	-8.3	-9.0	2.8	18.3
CC(=O)NC1=NN(C(C)=O)C(C)(c2ccco2)S1 (stereo not drawn)	101.0	3.0	-2.2	-0.3	0.0	-6.9	7.5	1.7	0.6	-0.7
Oc1ccc(C[C@@H]2CNCCN2CC2CCCCC2)cc1	98.0	1.6	-0.1	0.6	-2.4	-5.9	-2.6	-2.4	-5.5	-0.9
O=C(C[n+]1cc(Br)cc(Br)c1)c1ccc(Cl)cc1	105.0	0.4	-1.9	0.0	-0.5	-8.5	2.5	6.9	6.9	-6.5
Cc1ccc(C(=O)NNC(=O)c2ccc3ncccc3c2)cc1	97.0	1.1	0.1	-0.2	-0.7	1.4	8.1	17.5	1.6	2.7
CCOC(=O)CSc1nc(N)c(C(=O)Nc2ccc(N(C)C)cc2)s1	94.0	-2.9	0.4	0.1	-1.3	-1.5	-4.7	14.4	-4.5	-1.1
CC(=O)c1csc(COc2cc(Cl)cc(Cl)c2)n1	100.0	-1.4	-0.9	0.1	-0.6	11.2	-7.2	6.4	1.5	-3.5

3 entries drawn at random from those above, as already listed:
SMILES	ABCB6 inh 2	Glyco luc inh	MC4R barr agon	aDG glyco up	iPSC survival up	ABHD5 PLIN5 PPI	Cardio protect	MC4R antagonist	m5-HT2A agonist	Granule exo inh
CC(C)CCOc1ccc(C(CC(N)=O)C(=O)O)cc1 (stereo not drawn)	102.0	0.2	-0.3	0.0	0.8	-0.7	-2.7	1.5	-2.4	0.0
C=CCNC(=S)NNC(=O)C(CC(C)C)CC(C)O (stereo not drawn)	90.0	3.2	5.2	1.6	0.0	12.4	-1.8	0.3	2.2	-4.5
Cc1ccc(-n2c(CNc3ccc(F)cc3)nnc2SCC(N)=O)cc1	111.0	-0.5	0.8	-0.1	-0.5	4.7	-1.8	4.6	-2.4	-0.3
